OX1R antag-1: human HCRTR1 antagonism; CHO/OX1R cells, Fluo-8 calcium fluorescence, orexin A; inhibition, % at 5 µM; 0.43% of 330,000 active; AID 434989;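 active = inhibition above its plate's threshold, mean inhibition of all tested compounds on the plate plus 3 SD, cut at about 37% in these data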;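 note: 0% = orexin A challenge wells and 100% = SB-334867-A antagonist wells; not every result past the cut was called active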
Target sequence (O43613 whole entry, looked up): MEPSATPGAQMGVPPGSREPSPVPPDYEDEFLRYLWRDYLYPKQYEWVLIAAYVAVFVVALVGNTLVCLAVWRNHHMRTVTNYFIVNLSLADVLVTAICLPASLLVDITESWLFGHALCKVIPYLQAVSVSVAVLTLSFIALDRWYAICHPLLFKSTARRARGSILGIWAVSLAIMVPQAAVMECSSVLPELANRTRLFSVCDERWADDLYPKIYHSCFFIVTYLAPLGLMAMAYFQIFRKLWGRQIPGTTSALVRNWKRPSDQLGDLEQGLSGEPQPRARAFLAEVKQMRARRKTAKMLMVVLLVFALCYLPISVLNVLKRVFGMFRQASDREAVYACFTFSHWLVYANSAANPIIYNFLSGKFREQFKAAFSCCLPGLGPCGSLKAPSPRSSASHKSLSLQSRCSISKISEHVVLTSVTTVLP
STK33 kinase inh: human STK33 kinase inhibition; Q9BYT3; purified STK33, MBP phosphorylation, ADP-Glo luminescence; inhibition, % at 10 µM; 0.073% of 320,000 active; AID 2661;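 active = inhibition at or above 25%, using the most active replicate where run in duplicate; inactive = inhibition below 25%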
Target sequence (Q9BYT3 whole entry, looked up): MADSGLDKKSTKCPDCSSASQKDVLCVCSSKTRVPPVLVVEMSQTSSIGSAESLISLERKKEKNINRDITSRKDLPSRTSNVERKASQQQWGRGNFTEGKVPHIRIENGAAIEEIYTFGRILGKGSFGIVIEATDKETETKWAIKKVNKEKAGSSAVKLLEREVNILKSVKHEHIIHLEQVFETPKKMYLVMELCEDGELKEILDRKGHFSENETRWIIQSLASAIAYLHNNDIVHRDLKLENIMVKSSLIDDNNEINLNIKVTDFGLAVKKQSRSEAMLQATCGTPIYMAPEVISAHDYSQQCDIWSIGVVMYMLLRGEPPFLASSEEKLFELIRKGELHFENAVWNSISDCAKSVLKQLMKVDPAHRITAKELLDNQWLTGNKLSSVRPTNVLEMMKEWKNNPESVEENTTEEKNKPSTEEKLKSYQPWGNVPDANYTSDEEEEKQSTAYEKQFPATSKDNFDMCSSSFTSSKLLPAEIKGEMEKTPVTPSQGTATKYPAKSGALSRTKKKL
OX1R antag-2: OX1R (human) antagonism; AID 485270; inhibition, % at 6.6 µM; O43613; OX1R-expressing cells, FRET antagonist read-out; 1.8% of 330,000 active; in the data active = inhibition mostly above about 38%, no sharp cut-off; inactive = mostly below about 40%;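 note: 0% = agonist challenge alone and 100% = reference antagonist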
Starred values were filed as active, the others as inactive; . = no result given.

SMILES	OX1R antag-1	STK33 kinase inh	OX1R antag-2
Cc1ccc(C(=O)N/C(=C/c2ccco2)C(=O)N2CCC(C)CC2)cc1	-26	-0.1	19
Cc1cc(C)nc(NC(=O)c2cccc([N+](=O)[O-])c2C)n1	-20	-1.4	15
Cc1ccc(CSCC(=O)Nc2ccccc2F)cc1	-14	-1.1	23
Cc1c(OCc2nn[nH]n2)ccc2c(-c3ccccc3)cc(=O)oc12	-14	-1.4	13
CCCc1ccc(-c2c(C)sc(NC(=O)c3ccnn3C)c2C#N)cc1	36	-1.8	35
CC1CCCN(S(=O)(=O)c2ccc3c(c2)C(C)(C)C(=O)N3C)C1 (configuration not stated)	-10	-1.1	15
CCc1cccc(C)c1NC(=O)COC(=O)CSCc1ccccc1	-3	-1.4	5
Cc1c(C(=O)O)cccc1-n1c(C)cc(C=O)c1C	-14	-0.8	19
O=C(Nc1cc(S(=O)(=O)N2CCOCC2)ccc1N1CCOCC1)C1CCCO1 (configuration not stated)	-10	-2.4	-9
O=C(CCn1cccn1)Nc1ccc(-c2ccno2)cc1	-3	7.5	20
NC(=O)C1CCN(Cc2nc3ccccc3c(=O)[nH]2)CC1	-7	-0.1	1
O=C(Nc1ccccc1N1CCOCC1)c1ccccc1NS(=O)(=O)c1ccc(F)cc1	-29	-0.8	22
CN(CC(=O)Nc1ccncc1)S(=O)(=O)c1ccc(Br)cc1	-1	-1.7	11
CC(C)(C)C(=O)C1=C(O)C(=O)N(c2ccccc2)C1c1ccccc1 (configuration not stated)	-18	-0.4	4
CSc1nc(N)c2c(C)c(C)sc2n1	-23	-1.8	9
O=C(COc1cc(F)ccc1[N+](=O)[O-])Nc1ccc2c(c1)OCO2	-10	-2.1	12
COc1ccc(C2=CC(c3sccc3C)n3nnnc3N2)cc1 (configuration not stated)	-20	-1.4	30
COc1ccccc1C(=O)OCC(=O)c1ccc(CNC(C)=O)s1	-17	-1.0	6
O=C(CCNC(=O)c1ccc(Br)cc1)NCC1COc2ccccc2O1 (configuration not stated)	-13	-0.6	29
CC1(C)CN(C(=S)Nc2ccc(F)cc2F)C1=O	-10	-0.3	4
CC(C#N)(NC(=O)CN1CCN(S(=O)(=O)c2ccccc2Cl)CC1)C1CC1 (configuration not stated)	1	0.1	0
Nc1cccnc1Sc1cc(Cl)cc(Cl)c1	-2	-3.1	19
CCN(CC)S(=O)(=O)c1ccc(N2CCN(C)CC2)c(NC(=O)Nc2ccc(C)cc2)c1	-7	0.5	7
COc1ccc(CNc2ccc(Br)cc2)cc1	-14	1.2	14
COc1ccc(-n2c(=S)[nH]c3cc(C(=O)Nc4ccccc4OC)ccc3c2=O)c(OC)c1	-9	-0.3	8
N#CCCN(C(=S)NC(=O)c1ccco1)c1ccccc1F	-3	0.1	5
C=CCc1cccc(/C=N/c2ncn[nH]2)c1O	-3	-1.2	27
CC(Cn1nnc2ccccc21)C(=O)O (configuration not stated)	-6	-2.8	13
COc1ccc(OCc2nn[nH]n2)cc1	1	-0.5	1
CCOC(=O)C(C)Oc1ccccc1C1NC(=O)NC(C)=C1C(=O)Nc1ccc(C)c(C)c1 (configuration not stated)	-15	3.0	2
CC12C(=O)N(c3ccccc3C(=O)O)C(=O)C1C1C=CC2C1 (configuration not stated)	-21	0.3	22
O=c1[nH]n2c(C(F)(F)F)cc(C3CC3)nc2c1N=Nc1ccccc1	-10	0.4	29
CN(C)CCNC(=S)Nc1ccccc1C(C)(C)C	-8	-0.3	32
Cc1cccc(N2C(=O)C3CCCN3C2=S)c1 (configuration not stated)	-15	-0.3	5
Nc1nc(-c2ccco2)nn1C(=O)c1cccnc1	4	-0.8	2
COc1ccccc1CNC(=O)Cn1c(=O)c2cccn2c2cccnc21	1	-1.2	19
S=c1nc(-c2cccc(Cl)c2)[nH][nH]1	-12	6.7	18
CNC(=O)C1(C)C=CCN1C(=O)c1ccccc1 (configuration not stated)	1	0.1	24
O=Cc1ccc(Sc2nnc(-c3ccccc3)o2)c([N+](=O)[O-])c1	-2	0.2	28
CCc1cc(=O)[nH]c(SCCc2ccccc2)n1	-18	-1.1	17
Cc1cccc(N=c2oc3cc(O)ccc3cc2C(N)=O)c1	-5	19	43
COc1ccc(S(=O)(=O)Nc2ccc3c(c2)C(=O)N([C@H](C)CO)C[C@H](C)[C@@H](CN(C)S(=O)(=O)c2ccccc2)O3)cc1	-24	-0.1	6
Cc1ccc(C(=O)OCC(=O)NC2CCCCC2)s1	-15	.	9
Cc1cccc(N2CCN(c3cccc(C)c3)C2c2cccnc2)c1	-35	-3.4	9
Cc1[nH]c2ccccc2c1Cc1n[nH]c(=S)o1	4	-1.7	16
Cc1cccc(C(=O)OCCN2CCOCC2)c1	-6	-3.4	17
O=C1c2ccccc2S(=O)(=O)c2cc(C(=O)N3CCCC3)ccc21	-22	0.3	104*
O=C(Cn1nnc(-c2ccc(N3CCOCC3)cc2)n1)OC1CCCCC1	-5	-1.5	12
CC(=O)N1N=C(c2ccco2)CC1c1ccc(Cl)o1 (configuration not stated)	1	-1.0	-1
O=C(CSc1nc2ccc(Nc3nc(N4CCOCC4)nc(N4CCOCC4)n3)cc2s1)NCc1ccco1	-25	-0.4	30
CC(C)(CC(=O)O)CC(=O)Nc1ccccc1Oc1ccccc1	-72	-0.9	13
CC(C)CCNC(=O)c1ccc2c(SCC(=O)O)c3c(nc2c1)CCCC3	-19	-1.6	27
CCc1c(C)nc2cc(-c3cccc(Br)c3)[nH]n2c1=O	-1	-0.5	43
COc1ccc(S(=O)(=O)NCc2ccc(C(=O)N(C)Cc3ccco3)cc2)cc1	-8	0.4	14
CSc1cccc(NC(=S)N(CCCN2CCCC2)Cc2cccs2)c1	-35	-0.4	11
COc1cc(/C=C(\NC(C)=O)C(=O)Nc2ccc(NC(C)=O)cc2)ccc1OC(C)=O	-5	-0.5	8
Cc1ccc(C)c(NC(=O)CN(C)C(=O)c2cccc(S(=O)(=O)N3CCN(Cc4ccccc4)CC3)c2)c1	-12	-1.7	18
O=C(COC(=O)Cc1n[nH]c(=O)c2ccccc12)Nc1ccc(Cl)cc1F	-13	1.2	3
NNS(=O)(=O)c1ccc(Cc2ncc(C(F)(F)F)cc2Cl)s1	-14	-1.8	32
COc1ccc(Oc2c(Cl)cnn(-c3ccccc3)c2=O)cc1	-17	-2.1	27

More compounds
SMILES	OX1R antag-1	STK33 kinase inh	OX1R antag-2
N#C/C(C(=O)Oc1ccccc1)=C1\C=Cc2ccccc2N1	-35	-0.2	18
COc1ccc2c(CC(=O)OCC(=O)Nc3cccc(C)c3)coc2c1	-4	.	5
CCSC1=NN2CCS(=O)(=O)N=C2S1	3	-1.9	11
Cc1ccccc1NC(=O)Cc1nnc(SCC(=O)c2ccc(Br)cc2)n1C	-30	-0.4	5
Cc1cc(C)c(S(=O)(=O)Nc2ccccn2)c(C)c1	-5	0.3	3
COc1ccc(NC(=O)CN(C)C(=O)c2cccc(S(=O)(=O)Nc3ccccc3Cl)c2)cc1	-14	0.9	11
Nn1c(Cc2ccccc2F)nnc1SCCOc1ccc(Cl)cc1	-11	0.2	28
CCC(C)NS(=O)(=O)c1ccc(S(=O)(=O)Nc2cc3c(cc2C(C)=O)OCO3)cc1 (configuration not stated)	13	-0.6	12
COc1ccc(OC)c(NC(=S)N2CCC(C(O)(c3ccccc3)c3ccccc3)CC2)c1	-33	-0.7	14
O=C(NCc1cccnc1)C1CC(=O)N(C2CCCCC2)C1 (configuration not stated)	2	-0.3	-2
COc1cc(CNn2cn[nH]c2=S)cc(Cl)c1OCc1ccccc1	15	-1.8	14
COc1cccc(-n2cc(CNC(=O)C3CCC(=O)N(C4CC4)C3)cn2)c1 (configuration not stated)	-25	-0.3	9
O=C(CCN1C(=O)c2ccccc2C1=O)N1CCN(c2ccccc2)CC1	-12	-0.3	15
O=C(CSc1nc(-c2ccco2)cc(C(F)(F)F)n1)N1CCCc2ccccc21	-7	-1.9	15
Cc1nc(N)nc2c1CCCC2	-18	-0.2	11
NS(=O)(=O)c1cccc(NC(=O)COC(=O)CC2CC3CCC2C3)c1 (configuration not stated)	-14	-3.4	-7
O=C(O)CCC(=O)NC1CCCCC1	-2	0.6	7
O=C(Cc1ccccc1[N+](=O)[O-])NNC(=O)c1cccs1	3	0.9	1
Cc1c(Cl)cccc1NC(=S)NNS(=O)(=O)c1ccc([N+](=O)[O-])cc1	-22	0.3	33
CCOc1ccc(-n2c(=O)c3c(C)c(C(=O)N(C)C)sc3n(CC(=O)Nc3ccccc3F)c2=O)cc1	-12	-2.4	17
Cc1[nH]c2ccccc2c1/C=N/NC(=O)CNC(=O)c1ccc2c(c1)OCCO2	-19	-1.1	7
Cc1cc(C)c(OCCN2CCCC2)c(Cl)c1	-9	-1.4	1
CCOc1ccc(N(CC(=O)Nc2ccc(OC)cc2)S(C)(=O)=O)cc1	-6	0.0	15
CC(CC(=O)Nc1ccc(Cl)c([N+](=O)[O-])c1)c1ccccc1 (configuration not stated)	66*	1.8	91*
Cc1ccc(/C=N/N=C/c2ccc(C)cc2)cc1	-4	-1.0	10
O=C(CN1CCN(c2ccc(Cl)cc2)CC1)NCc1ccccc1	-25	.	11
CCOc1ncccc1C(=O)OCC(=O)c1c(N)n(C)c(=O)n(C)c1=O	-11	-0.6	11
Cc1cc(C(=O)CSc2nc(N)cc(N)n2)c(C)n1CCc1ccc(F)cc1	-3	-0.6	28
CCOC(=O)c1ccc(N2CCOCC2)c(NC(=O)COCC(=O)O)c1	-6	-0.6	-2
Cc1ccc(C)c(N2C(=O)c3cc(N4CCOCC4)c([N+](=O)[O-])cc3C2=O)c1	-10	-0.9	17

22 successive records out of the list so far, quoted:
SMILES	OX1R antag-1	STK33 kinase inh	OX1R antag-2
COc1ccc(OC)c(NC(=S)N2CCC(C(O)(c3ccccc3)c3ccccc3)CC2)c1	-33	-0.7	14
O=C(NCc1cccnc1)C1CC(=O)N(C2CCCCC2)C1 (configuration not stated)	2	-0.3	-2
COc1cc(CNn2cn[nH]c2=S)cc(Cl)c1OCc1ccccc1	15	-1.8	14
COc1cccc(-n2cc(CNC(=O)C3CCC(=O)N(C4CC4)C3)cn2)c1 (configuration not stated)	-25	-0.3	9
O=C(CCN1C(=O)c2ccccc2C1=O)N1CCN(c2ccccc2)CC1	-12	-0.3	15
O=C(CSc1nc(-c2ccco2)cc(C(F)(F)F)n1)N1CCCc2ccccc21	-7	-1.9	15
Cc1nc(N)nc2c1CCCC2	-18	-0.2	11
NS(=O)(=O)c1cccc(NC(=O)COC(=O)CC2CC3CCC2C3)c1 (configuration not stated)	-14	-3.4	-7
O=C(O)CCC(=O)NC1CCCCC1	-2	0.6	7
O=C(Cc1ccccc1[N+](=O)[O-])NNC(=O)c1cccs1	3	0.9	1
Cc1c(Cl)cccc1NC(=S)NNS(=O)(=O)c1ccc([N+](=O)[O-])cc1	-22	0.3	33
CCOc1ccc(-n2c(=O)c3c(C)c(C(=O)N(C)C)sc3n(CC(=O)Nc3ccccc3F)c2=O)cc1	-12	-2.4	17
Cc1[nH]c2ccccc2c1/C=N/NC(=O)CNC(=O)c1ccc2c(c1)OCCO2	-19	-1.1	7
Cc1cc(C)c(OCCN2CCCC2)c(Cl)c1	-9	-1.4	1
CCOc1ccc(N(CC(=O)Nc2ccc(OC)cc2)S(C)(=O)=O)cc1	-6	0.0	15
CC(CC(=O)Nc1ccc(Cl)c([N+](=O)[O-])c1)c1ccccc1 (configuration not stated)	66*	1.8	91*
Cc1ccc(/C=N/N=C/c2ccc(C)cc2)cc1	-4	-1.0	10
O=C(CN1CCN(c2ccc(Cl)cc2)CC1)NCc1ccccc1	-25	.	11
CCOc1ncccc1C(=O)OCC(=O)c1c(N)n(C)c(=O)n(C)c1=O	-11	-0.6	11
Cc1cc(C(=O)CSc2nc(N)cc(N)n2)c(C)n1CCc1ccc(F)cc1	-3	-0.6	28
CCOC(=O)c1ccc(N2CCOCC2)c(NC(=O)COCC(=O)O)c1	-6	-0.6	-2
Cc1ccc(C)c(N2C(=O)c3cc(N4CCOCC4)c([N+](=O)[O-])cc3C2=O)c1	-10	-0.9	17

Additional compounds follow.
SMILES	OX1R antag-1	STK33 kinase inh	OX1R antag-2
CCOC(=O)c1ccc(NC(=S)N2CCSC2c2ccc(Cl)cc2)cc1 (configuration not stated)	40	-0.5	3
CC1Oc2ccccc2N(CC(=O)NCc2cccs2)C1=O (configuration not stated)	5	7.8	10
CCOC(=O)C1=CN(Cc2cccc(F)c2)S(=O)(=O)N(C)C1c1ccc(C(F)(F)F)cc1 (configuration not stated)	8	.	10
CC1(c2cccc(Br)c2)NC(=O)NC1=O (configuration not stated)	-12	1.0	-6
Cc1cccc(NC(=S)N2CCOCC2)c1C	-1	-0.1	3
CCn1c(CN2CCCCC2)nc2cc(S(=O)(=O)N3CCCCC3)ccc21	-9	.	3
C/C(=N\NC(=O)Cc1ccccc1)c1ccc(Br)s1	-18	-0.4	10
COc1cccc(/C=C/C(=O)OCC(=O)NCC2CCCO2)c1OC (configuration not stated)	-2	-0.5	8
N#Cc1c(NC(=O)C(=O)NCCCN2CCOCC2)sc2c1CCCC2	-10	-0.3	9
CN1c2cccc3cccc(c23)N(C)C1c1cccs1	-18	0.4	17
N#Cc1c(N)nc2c(c1-c1ccncc1)CCCCC2	-15	-4.8	7
Cc1ccc(S(=O)(=O)Nc2ccccc2-c2ccccc2)cc1	-3	-2.6	5
COc1ccc(N2C(=O)c3ccccc3NC23CCCCC3)cc1	1	-0.2	1
N=c1n(CC(=O)c2ccc(Br)cc2)c2ccccc2n1Cc1ccccc1	-26	-0.9	10
CC1CCCC(C)N1C(=O)COC(=O)c1ccc2c(c1)OCO2 (configuration not stated)	3	-1.1	36
COCCN(C(=O)Cc1coc2cc(C)c(C)cc12)c1c(N)n(Cc2ccccc2)c(=O)[nH]c1=O	-23	-1.4	11
COc1cccc(C2=CC(c3ccc(OC)c(OC)c3)NC(=S)N2)c1 (configuration not stated)	-10	0.5	24
